# SARS 3CLpro inh = SARS-CoV 3CLpro protease inhibitors, primary screen, biochemical, quenched FRET; inhibition, % at 6 µM; actives 0.14% (n = 290,000); AID 1706, 2009; Replicase polyprotein 1ab (Severe acute respiratory syndrome coronavirus), P0C6X7; recombinant SARS-CoV 3CLpro, quenched FRET peptide cleavage; in the data active means inhibition above about 12%
# MazF activator = activators of E. coli MazEF toxin-antitoxin RNase, primary screen, biochemical, fluorescence, uHTS | Endoribonuclease toxin MazF (Escherichia coli (strain K12)), P0AE70 | FAM/BHQ RNA-DNA oligo cleavage fluorescence, 5 h | activation, % at 20 µM | actives 0.32% (n = 350,000); in the data active means activation above about 50%
# Target sequence (P0AE70 whole entry, looked up): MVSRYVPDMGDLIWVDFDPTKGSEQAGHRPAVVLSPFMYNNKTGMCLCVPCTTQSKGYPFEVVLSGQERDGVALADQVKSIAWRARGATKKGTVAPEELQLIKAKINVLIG
# PrPC TRFRET = inhibitors of human cell surface prion protein PrPC, primary screen, cell-based, TR-FRET; AID 720596, 2013; TR-FRET read-out; inhibition, % at 13.8 µM; actives 0.43% (n = 370,000); in the data active means inhibition above about 24%; further: 0% = median of the test wells and 100% = reference compound wells
# DUSP3 inh = VHR1 phosphatase inhibitors, primary screen, biochemical, absorbance, uHTS. recombinant VHR phosphatase, pNPP absorbance. inhibition, % at 13.3 µM. actives 0.52% (n = 290,000). AID 1654, 2009; in the data active means inhibition above about 50%; further: some compounds called inactive have numbers as strong as hits
# Target sequence (P51452 whole entry, looked up): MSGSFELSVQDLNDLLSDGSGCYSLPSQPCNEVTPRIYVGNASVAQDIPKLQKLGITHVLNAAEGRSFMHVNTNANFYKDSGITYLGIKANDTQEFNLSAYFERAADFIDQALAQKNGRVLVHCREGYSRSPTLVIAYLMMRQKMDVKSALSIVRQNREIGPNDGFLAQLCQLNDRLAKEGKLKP
# CCHF vOTU inh = CCHFV vOTU protease inhibitors, primary screen, biochemical, Pep-AMC substrate, fluorescence. inhibition, % at 11.5 µM. actives 0.55% (n = 370,000); in the data active means inhibition above about 30%; further: 0% = vehicle wells with enzyme and 100% = no enzyme wells
# Y pestis TopoI = Yersinia pestis topoisomerase I inhibitors, primary screen, biochemical, cleavage product accumulation, plate reader, single point | DNA topoisomerase I (Yersinia pestis CO92) | Y. pestis Topo-I cleavage product accumulation | activity, % at 10 µM | actives 0.064% (n = 360,000) | AID 504884, 2011; in the data active means activity above about 50%, passing the limit was not always enough; inconclusive means no clear call, values can overlap the other calls; further: inactives centre near 2
# TcdB GH inh = TcdB glycohydrolase inhibitors, primary screen, biochemical, single point, plate reader; Toxin B (Clostridioides difficile), P18177; TcdB glycohydrolase enzymatic assay; inhibition, % at 9.99 µM; actives 0.24% (n = 350,000); AID 652162, 2013; in the data active means inhibition above about 10%
# SSB-PriA inh = inhibitors of Klebsiella pneumoniae PriA binding to SSB C-terminal tail, primary screen, biochemical, AlphaScreen; PriA–SSB C-terminal tail interaction (Klebsiella pneumoniae); AlphaScreen SSBct-PriA binding, biotinylated peptide; inhibition, % at 33 µM; actives 0.6% (n = 430,000); AID 1272365, 2023; in the data active means inhibition mostly above about 37%, no sharp cut-off; inactive means mostly below about 20%;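 further: plate controls were negative control peptide for no effect and reference peptide for full effect; strong numbers were not always called active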
# Vc quorum ag = inducers of Vibrio cholerae quorum light production without autoinducers, primary screen, BH1578 luxS cqsA deficient, single point | actives 0.16% (n = 350,000) | activation, % at 18.7 µM | V. cholerae BH1578 lux reporter, luminescence, 6 h; in the data active means activation mostly above about 9.7%, no sharp cut-off; inconclusive means no clear call, values can overlap the other calls; inactive means mostly below about 3.7%; further: not every result past the cut was called active; inactives centre near 0; reference of the scale not given here
# Rv3671c protease = Rv3671c serine protease inhibitors, primary screen, biochemical, fluorescence polarization, M. tuberculosis H37Rv. inhibition, % at 5.96 µM. P9WHR9. actives 0.048% (n = 320,000); in the data active means inhibition above about 38%;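 further: extracellular domain of Rv3671c used as enzyme; 0% = enzyme with DMSO and 100% = no enzyme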
# Target sequence (P9WHR9 whole entry, looked up, the tested form may be a part): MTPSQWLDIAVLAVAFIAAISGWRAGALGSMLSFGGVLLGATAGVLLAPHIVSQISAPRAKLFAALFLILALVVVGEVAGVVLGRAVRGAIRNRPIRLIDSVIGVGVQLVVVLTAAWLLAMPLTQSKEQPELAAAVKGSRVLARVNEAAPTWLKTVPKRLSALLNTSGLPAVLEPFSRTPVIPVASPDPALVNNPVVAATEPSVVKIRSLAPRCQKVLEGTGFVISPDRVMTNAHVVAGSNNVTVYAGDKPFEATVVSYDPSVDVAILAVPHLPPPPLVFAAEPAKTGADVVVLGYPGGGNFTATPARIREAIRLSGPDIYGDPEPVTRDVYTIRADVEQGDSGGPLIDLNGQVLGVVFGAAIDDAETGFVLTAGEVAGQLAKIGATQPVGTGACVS
# An asterisk follows results filed as active; i = inactive; ? = inconclusive; . = no result given; & = joins results of further samples. Not all compounds are listed (hit frequency here may not be typical).
mol	SARS 3CLpro inh	MazF activator	PrPC TRFRET	DUSP3 inh	CCHF vOTU inh	Y pestis TopoI	TcdB GH inh	SSB-PriA inh	Vc quorum ag	Rv3671c protease
COC(OC)C1Nc2ccccc2C(=O)N1c1ccc(F)cc1 (stereo unspecified)	.	4.4	-3.2	.	-12.3	5.9	-0.2	2.4	i	.
COc1ccc(S(=O)(=O)NCC(c2cccnc2)N2CCN(Cc3ccccc3)CC2)cc1 (stereo unspecified)	3.0	-3.3	-5.4	15.0	11.3	14.0	0.2	-10.3	-0.4	-0.5
Cc1ccc(Cc2cncc(O)c2)cc1S(=O)(=O)O	-2.1	-6.0	-7.2	-7.5	11.1	-3.7	.	-1.1	0.6	-0.4
Cc1ccccc1C(N)c1ccncc1 (stereo unspecified)	-5.2	0.0	-3.6	-6.1	-7.2	-3.2	0.3	-5.7	-0.3	5.1
CCOc1ccc(N2CC(C(=O)NCCc3ccc(S(N)(=O)=O)cc3)CC2=O)cc1 (stereo unspecified)	-1.8	-0.6	3.1	25.5	13.3	5.2	1.8	-12.7	-0.2	8.2
CC1=C(C#N)C(c2cccnc2)C2=C(CCCC2=O)N1 (stereo unspecified)	5.1	8.1	-1.1	-4.8	-82.4	2.0	.	4.2	-0.9	-1.8
COC(=O)C1=C(c2ccc(F)cc2OCc2ccccc2)C[C@@H]2CC[C@H]1N2C(=O)NCc1ccc(OC)c(OC)c1	.	-4.0	5.0	.	2.4	24.3	-0.4	22.6	1.6	6.1
O=C(CSc1ccc2nnc(-c3cccc(F)c3)n2n1)NCC1CCCO1 (stereo unspecified)	1.0	2.8	3.9	11.3	-4.3	1.7	.	-0.4	-0.1	8.2
Cc1nc2ccc(NC(=O)Cc3ccc4c(c3)OCCO4)cc2s1	0.2	6.4	2.6	-2.5	2.0	-7.5	.	0.5	-0.3	-8.8
CCCn1ncc(CN2CCC(n3nccc3NC(=O)c3ccccc3OC)CC2)c1C	-3.4	3.4	-5.6	-12.9	5.9	0.6	1.5	8.9	.	.
CCn1cnc2cc(NCc3ccc(OC)cc3)ccc21	-3.0	-0.3	-4.3	27.3	9.6	2.6	.	11.0	-0.1	1.6
O=c1[nH]ccc2c(O)cccc12	.	12.7	-5.6	.	0.4	-6.2	8.3	-14.0&-3.0&-5.8	3.0	-6.0
COc1cc2c(cc1OC)-c1cc(OCc3cccnc3)nc(=O)n1CC2	1.7	-4.3	-1.7	5.6	-287.3	-0.8	.	6.1	-0.2	.
CCCNc1nc(-c2cc(-c3ccc(Cl)cc3)on2)cc(C(C)C)n1	.	-1.5	-4.4	7.3	-7.3	-2.8	1.8	0.1	0.8	0.1
COc1ccc(NS(=O)(=O)c2cccc(C(=O)Nc3ccccc3C(=O)O)c2)cc1	5.7	-5.9	6.3	16.5	-7.7	-3.4	0.9	2.4	-0.3	-6.6

# Fetched by structure from the entries so far (4):
mol	SARS 3CLpro inh	MazF activator	PrPC TRFRET	DUSP3 inh	CCHF vOTU inh	Y pestis TopoI	TcdB GH inh	SSB-PriA inh	Vc quorum ag	Rv3671c protease
Cc1nc2ccc(NC(=O)Cc3ccc4c(c3)OCCO4)cc2s1	0.2	6.4	2.6	-2.5	2.0	-7.5	.	0.5	-0.3	-8.8
COc1ccc(S(=O)(=O)NCC(c2cccnc2)N2CCN(Cc3ccccc3)CC2)cc1 (stereo unspecified)	3.0	-3.3	-5.4	15.0	11.3	14.0	0.2	-10.3	-0.4	-0.5
O=C(CSc1ccc2nnc(-c3cccc(F)c3)n2n1)NCC1CCCO1 (stereo unspecified)	1.0	2.8	3.9	11.3	-4.3	1.7	.	-0.4	-0.1	8.2
COc1ccc(NS(=O)(=O)c2cccc(C(=O)Nc3ccccc3C(=O)O)c2)cc1	5.7	-5.9	6.3	16.5	-7.7	-3.4	0.9	2.4	-0.3	-6.6

# The list goes on.
mol	SARS 3CLpro inh	MazF activator	PrPC TRFRET	DUSP3 inh	CCHF vOTU inh	Y pestis TopoI	TcdB GH inh	SSB-PriA inh	Vc quorum ag	Rv3671c protease
CCOc1ccccc1/C=N/n1c(C2CCCCC2)n[nH]c1=S	3.5	2.9	-1.8	9.5	-0.1	31.1	5.1	.	i	-10.3
CC(=O)Nc1cccc(NC(=O)Cc2ccc3ccccc3c2)c1	1.4	3.4	8.7	-10.0	-4.5	1.9	0.0	5.1	-1.5	4.9
Cc1cc(C)c(S(=O)(=O)NCC(c2cccnc2)N2CCN(Cc3ccccc3)CC2)c(C)c1 (stereo unspecified)	3.8	0.1	-13.1	14.2	16.4	13.4	-0.1	-5.7	i	-7.7
CCCN(CCC)CCCNC(=O)c1cn(CC)c2ccc(S(=O)(=O)N3CCc4ccccc4C3)cc2c1=O	4.5	29.0	-13.7	27.0	13.3	5.4	-0.6	6.3	-0.2	0.9
CSc1sc(C(=O)O)c(C)c1C(C)=O	1.5	3.2	0.2	-5.5	-12.8	-4.0	.	-3.4	i	5.7
COc1ccc(O)c(C(=O)c2cc(C(=O)NCCc3ccccc3)c(=O)n(CCc3ccccc3)c2)c1	-5.9	2.6	-1.4	-0.9	-7.8	?	.	8.4	-0.3	-33.6
CN(C)c1ccc(C(=O)NCC2CCCO2)cc1 (stereo unspecified)	0.9	4.2	-3.3	4.3	-10.2	-5.3	.	-7.6	-0.3	2.1
COc1ccc(CC(=O)OCC(=O)Nc2ncc(Cl)cc2Cl)cc1	-2.8	5.3	-4.4	24.4	4.2	11.1	.	-14.3	0.6	2.0
Cc1ccc(NCC(=O)Nc2c(C)n(C)n(-c3ccccc3)c2=O)cc1S(=O)(=O)N(C)C	1.4	7.6	-1.6	21.1	1.2	6.0	1.0	-2.4	-0.2	0.5
Cn1cc(S(=O)(=O)c2ccccc2)c(=O)c2cc(F)c(N3CCOCC3)cc21	-5.2	1.5	0.2	37.7	-12.1	10.8	0.9	4.0	-0.3	-2.0
Cc1ccc(CN(C)CC(=O)Nc2ccccc2C(=O)NC2CC2)o1	.	-2.7	-4.2	.	-4.3	1.9	1.6	-8.2	-0.6	-7.6
CCCCCCNC(=O)OC12CN(C(=O)OC(C)C)N(C(=O)OC(C)C)CC1(O)CN(S(=O)(=O)c1ccc(C)cc1)C2 (stereo unspecified)	.	9.9	-7.5	.	37.1*	17.5	2.1	.	-0.6	.
Cc1cc(C)n2nc(C(=O)N/N=C/c3c4ccccc4cc4ccccc34)nc2n1	3.5	-0.3	-9.8	28.2	5.8	26.5	0.8	.	-0.3	-7.9
CC(=O)[C@H]1CC[C@H]2[C@@H]3CCC4=CC(=O)CC[C@]4(C)[C@H]3[C@H](O)C[C@]12C	-4.5	-2.4	-2.1	4.7	0.0	12.0	1.2	-10.2	i	6.3
Cc1ccc(Cn2c(C(CO)Nc3nc(-c4ccc(F)cc4)cs3)nc3ccccc32)cc1 (stereo unspecified)	.	-21.6	5.9	.	-1.8	29.0	.	-2.3	i	-2.6
O=C(CN1C(=O)S/C(=C/c2ccncc2)C1=O)N1CCOCC1	0.1	5.6	-4.6	-14.5	7.9	-2.1	0.5	4.3	-0.2	-4.9
CCCCC(=O)Nc1ccc(NC(=O)C(C)C)cn1	-4.9	4.2	0.3	13.6	10.1	3.2	.	-19.1	-0.2	0.9
CCOc1ccc(NC(=O)CN(c2ccc(OC)cc2)S(=O)(=O)c2cccs2)cc1	.	-40.9	3.1	.	3.0	11.3	1.7	6.2	-5.0	-6.3
Nc1nnc(-c2ccc(F)cc2)s1	2.0	-10.0	-4.7	17.8	-6.2	-0.9	.	-7.0&-7.9	i	0.1
Cc1cc(CN2CCCC(N3CCc4ccccc4C3)C2)cc(C)c1O (stereo unspecified)	-1.0	5.4	1.3	5.2	5.1	6.0	0.8	6.2	0.3	0.3
Nc1nc(SCC(=O)NCC2CCCO2)[nH]c(=O)c1NC(=O)c1ccc(F)c(F)c1 (stereo unspecified)	0.6	0.6	3.6	16.5	-0.1	-8.0	-0.3	23.0&-6.8	-4.2	4.8
Cc1ccc(-n2nc(C(=O)N3CCN(C)CC3)c3c4ccccc4n(C)c3c2=O)cc1	4.2	6.7	1.9	.	6.5	-1.0	.	-3.5	-0.6	10.4
COc1ccc(OC)c(NC(=O)c2cc(-c3cc(Cl)ccc3O)n[nH]2)c1	-2.5	14.2	5.0	22.5	12.2	2.9	.	2.6	0.4	-16.0
O=C(COC(=O)/C=C/c1cccc(Cl)c1)Nc1c(F)cccc1F	.	-15.3	-1.9	.	-1.9	-6.6	-8.3	-6.6	-1.7	-6.6
Cc1ccc(NC(=O)CN(C)C(=O)Cn2ncc(Cl)c(Cl)c2=O)cc1	2.9	3.7	-11.5	16.4	-5.1	6.7	0.7	-5.5	-0.2	-29.3
CC(NC(=O)COC(=O)C1CC1C)c1cccc(Cl)c1 (stereo unspecified)	.	0.1	3.3	.	-5.3	-0.8	2.1	2.8	i	4.3
C/C(=N\NC(=O)c1ccccc1)c1ccccc1Br	-0.1	2.2	2.4	-3.6	2.0	-1.0	0.5	.	-0.3	-2.3
COC(=O)CSc1nnc(CNc2ccc(OC)cc2)n1C	3.8	1.0	-3.2	35.9	38.7*	-1.5	.	5.6	-1.6	1.2
O=C(NCc1ccc(Cl)cc1)c1cc2ccccc2oc1=O	-0.4	-4.2	11.7	21.9	14.3	8.8	0.7	2.7	0.7	.
COc1cc(NC(=O)C2CC(c3c(F)cccc3Cl)=NO2)cc(OC)c1OC (stereo unspecified)	3.0	-4.9	12.3	7.4	-0.1	6.0	0.4	0.1	-0.3	7.2
CCN(CC)S(=O)(=O)c1ccc(S(=O)(=O)Nc2ccc(C(=O)N3CCCC3)cc2)cc1	-4.6	4.1	4.7	22.1	5.0	6.4	.	-6.9	0.9	0.6
COc1cc(OC)cc(C(=O)N2CCN(C(=O)Cc3ccccc3)CC2)c1	-5.4	15.6	10.4	-2.8	2.5	1.1	4.8	-14.1	-3.3	7.5
O=c1[nH][nH]cc1C=Nc1ccc(Oc2ccccc2)cc1	-2.0	-8.4	9.3	24.4	2.1	-1.7	1.7	-2.5	-0.2	-11.9
CCCc1ccc(OCC(O)CN2CCN(CCO)CC2)cc1 (stereo unspecified)	1.2	14.4	3.1	20.8	-10.8	-14.3	0.9	-12.7	-0.5	6.3
CNS(=O)(=O)c1ccc2c(c1)C(=O)c1cc(S(=O)(=O)NC)ccc1CC2	.	5.0	-1.7	.	-3.6	5.6	-0.9	-31.3	-0.7	-0.6
Cc1ccc(C2Nc3cccc4cccc(c34)N2)s1	-1.7	6.7	-2.7	-7.9	14.2	2.0	.	-4.8	1.6	-7.7
CCN(CC)CCNC(=O)c1cc2ccccc2nc1Cl	4.2	-4.5	-2.4	10.2	13.2	-1.0	0.2	-10.4	-0.5	-7.0
COc1ccc(C(CNC(=O)c2ccc(-c3ccccc3)cc2)N(C)C)cc1OC (stereo unspecified)	3.0	-2.2	-7.0	-2.3	-3.4	2.3	1.5	9.1	-0.1	-5.0
CC(=O)n1nc(-c2ccc(C)cc2)nc1NCc1ccc(F)cc1	-4.3	2.1	5.3	17.5	7.6	1.4	-0.5	4.0	-0.4	.
CCCCN1C[C@H](O)[C@@H](O)[C@H](O)[C@H]1CO	4.7	5.6	-1.5	-26.1	-4.3	2.1	1.4	4.1	0.3	0.7

# Source: PubChem (several laboratories)
